Source: PubChem
PAX8 reporter: inhibitors of PAX8 transcriptional activity in RMG-I cells; RMG-I TPO-luciferase reporter, SteadyGlo, 24 h; AID 652154; 1.2% of 360,000 active; inhibition, % at 12.6 µM;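 active = mean replicate inhibition at least 60% with every replicate also reaching 60%; inconclusive = only one of the two criteria is met; inactive = mean below 60% and not all replicates reaching 60%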;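 note: luciferase light reporting Pax8 driven TPO promoter activity; plate controls were median of neutral control wells for no effect and mitoxantrone controls for full effect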
GSIS activator: primary screen for activators of insulin secretion dependent on glucose, INS-1E cells, GLuc reporter luminescence | activation, % at 16.6 µM | 0.61% of 370,000 active | INS-1E GLuc reporter insulin secretion, 2-3 h | AID 743287;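 active = lowest replicate activation of at least 40%, so every replicate reaches that level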;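 note: 0% = median of neutral control wells and 100% = median of IBMX positive control wells; some compounds called inactive have numbers as strong as hits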
EWS-Fli inh: inhibitors of EWS/Fli oncoprotein transcriptional activity; inhibition, % at 12.6 µM; 0.67% of 350,000 active; A673 NR0B1-luciferase reporter, viability-normalised;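 active = mean inhibition of at least 50% after viability correction, with every replicate also passing that limit; inconclusive = mean reaches 50% but only one of two replicates passes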;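 note: firefly luciferase signal divided by Alamar Blue viability fluorescence both relative to DMSO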
ARNT TACC3 PPI: ARNT/TACC3 interaction disruption | AlphaScreen His-ARNT PAS-B/GST-TACC3 binding, luminescence; TACC3 fragment carries E629A point mutation | inhibition, % at 9.99 µM | Q9Y6A5 | 0.66% of 390,000 active;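 active = mean inhibition of replicates at least 50% and at least half of replicates each reaching 50%; inconclusive = half or more replicates reach 50% but mean below 50%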;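 note: 0% = complete ARNT plus TACC3 wells and 100% = ARNT alone without TACC3; many hits fall short of the cut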
DENV2 CPE rescue: inhibitors of DENV2 cytopathic effect; DENV2-infected cells, cytopathic effect rescue, plate reader; CPE inhibition, % at 9.99 µM; 1.7% of 350,000 active; in the data active = CPE inhibition above about 20%, passing the limit was not always enough; inconclusive = no clear call, values can overlap the other calls; tested in BHK-21 cells;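 note: 0% = median of neutral control wells and 100% = median of positive control wells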
F508del corr: correctors of CFTR F508del function in bronchial epithelial cells; CFBE cells, YFP halide quenching; stimulated with forskolin plus potentiator P3; % fluorescence drop versus neutral controls; activity (quench increase), % at 7.58 µM; 0.36% of 350,000 active; AID 720511;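 active = mean added fluorescence quench of at least 8% versus neutral control, with both replicates also reaching 8%; inconclusive = only one of the mean or replicate conditions met; inactive = mean below 8% and not both replicates reaching 8%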;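 note: cells transiently co-express mutant CFTR-F508del with the halide-sensitive YFP; corrector assay measuring rescue of mutant channel to the surface after 24 h compound exposure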
XiGFP reactiv: activators of X-chromosome reactivation in mouse fibroblasts; activation, % at 7.58 µM; 0.055% of 360,000 active; XiGFP mouse fibroblasts, % GFP-positive cells imaging, 3 d; cells co-treated with 5-aza-dC sensitizer; scaled so ellipticine positive control = 100%;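 active = mean normalized replicate activation at least 10% and every replicate at or above 10%; inconclusive = only one of the two criteria met; inactive = mean below 10% and not all replicates reach 10%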;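 note: 0% = median of on-plate neutral control wells and 100% = ellipticine 6 µM median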
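material = 68-5-11 XiGFP fibroblast line | medium = DMEM plus 5-aza-dC sensitizer | schedule = 3 days compound exposure | benchmarks = positive control ellipticine, 6 µM final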
ERp5 inh: blocks human ERp5 reductase activity on insulin; 0.05% of 350,000 active; inhibition, % at 9.99 µM; ERp5 insulin aggregation, absorbance 650 nm, 90 min; Q15084;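 active = mean replicate inhibition above about 25%, with every replicate also reaching it, limit read from the data, passing the limit was not always enough; inconclusive = only one of those two criteria met; inactive = neither criterion met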
Target sequence (Q15084 whole entry, looked up): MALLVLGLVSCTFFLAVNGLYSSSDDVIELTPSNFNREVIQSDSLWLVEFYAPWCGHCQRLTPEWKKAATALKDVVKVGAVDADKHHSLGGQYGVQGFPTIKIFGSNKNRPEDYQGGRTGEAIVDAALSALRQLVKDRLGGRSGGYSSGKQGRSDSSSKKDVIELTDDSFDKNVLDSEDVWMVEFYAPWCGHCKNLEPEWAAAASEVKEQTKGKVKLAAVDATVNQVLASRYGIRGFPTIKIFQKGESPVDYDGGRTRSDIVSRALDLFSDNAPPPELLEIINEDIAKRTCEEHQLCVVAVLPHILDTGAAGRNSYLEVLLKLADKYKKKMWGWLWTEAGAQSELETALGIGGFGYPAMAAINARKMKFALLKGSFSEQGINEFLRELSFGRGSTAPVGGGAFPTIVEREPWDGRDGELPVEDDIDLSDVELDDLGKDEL
Active calls of the source: *; ? = inconclusive; nt = not tested or not shown; & = joins results of further samples.

SMILES	PAX8 reporter	GSIS activator	EWS-Fli inh	ARNT TACC3 PPI	DENV2 CPE rescue	F508del corr	XiGFP reactiv	ERp5 inh
CC(C)(C)C(c1nc2ccccc2[nH]1)n1c(-c2ccsc2)nc2ccccc21 (configuration not stated)	6	nt	9	nt	?	5.9	1.2	-2
C/C(=N/NC(=O)CNC(=O)c1ccncc1)c1ccc(Cl)cc1	-6	-8	-8	-8	7	nt	0.0	1
CS(=O)(=O)N1CCN(c2ccccc2NC(=O)CSc2nnc(-c3ccco3)o2)CC1	10	3	nt	1	nt	nt	0.1	nt
COc1ccc(CCNC(=O)C(=O)NCC2OCCN2S(=O)(=O)c2ccc(Cl)cc2)cc1OC (configuration not stated)	3	-10	9	1	-5	-2.2	1.2	1
COc1ccc(C(OC(=O)c2ccco2)C(=O)NC2CCCC2)cc1 (configuration not stated)	-5	11	-19	-5	-2	-1.7	0.0	1
N#Cc1ccccc1OCCn1cncn1	2	10	-4	-5	-1	1.1	0.0	-1
CC(=O)c1ccc(C(=O)N2CCc3c([nH]c4ccccc34)C2c2cccc(C)n2)s1 (configuration not stated)	35	13	8	7	5	1.6	0.1	0
Cc1cc(C(C)(C)C)cc(S(=O)(=O)NCCc2ccncc2)c1C	18	-5	14	-14	3	2.4	0.1	5
O=C(Nc1ccccc1C(=O)N/N=C/c1ccc(O)cc1)c1ccccc1	-109	-1	-11	1	-1	-1.7	0.0	1
Cc1ccc(-c2ccc3c(c2)O[C@H](CN(C)C(=O)NC(C)C)[C@@H](C)CN([C@H](C)CO)S3(=O)=O)cc1	12	-25	-4	-3	1	1.9	0.1	4
O=C(N/N=C/c1ccc[nH]1)c1cccc(Br)c1	3	-16	nt	2	nt	nt	0.0	nt
CCc1c(C(C)=O)oc2ccc3c(C)cc(=O)oc3c12	4	19	14	-3	1	-1.4	2.1	-2
COc1ccc(NC2CCCN(C(=O)c3ccc(OC)o3)C2)cc1 (configuration not stated)	21	3	nt	3	?	2.7	-0.1	1
CSc1ncccc1C(=O)Nc1cccc(S(=O)(=O)N(C)c2ccccc2)c1	13	-9	0	0	4	-5.9	-0.1	nt
CC1CN(C(=O)COC(=O)c2cc(Cl)ccc2[N+](=O)[O-])CC(C)O1 (configuration not stated)	18	5	-4	-3	-15	-0.6	0.1	3
CCOC(=O)CSc1ccc(S(=O)(=O)N(CC)CC)cc1[N+](=O)[O-]	8	3	1	5	10	-1.6	0.1	2
COc1ccc(NC(=O)c2c[nH]n3c(=O)cc(C4CCN(C(=O)OC(C)(C)C)CC4)nc23)cc1Cl	14	nt	0	6	-2	-3.1	0.1	5
NS(=O)(=O)c1ccc(Cl)cc1[N+](=O)[O-]	0	-1	-11	0	1	0.6	0.1	3
C/C(=N\OCC(=O)Nn1c(C)nc2ccccc2c1=O)c1cccs1	5	-7	12	-3	2	-16	0.0	1
Cc1ccc(CS(=O)Cc2ccc(C(=O)NCCCc3ccccc3)o2)cc1 (configuration not stated)	10	-34	-1	nt	5	-2.6	0.6	-5
CCOC(=O)[C@H]1[C@H]2COc3ccc(Cl)cc3[C@@H]2N2C(=O)c3cc(C)ccc3NC(=O)[C@@]12C	3	26	-8	-2	5	3.8	-0.4	8
COC(=O)[C@H](CCSC)NC(=O)Cn1cnc2c(NCc3ccccc3)ncnc21	-31	28	-4	-3	5	2.4	0.0	5
COc1ccc(S(=O)(=O)c2ccccc2)cc1NS(=O)(=O)c1cccc(C(=O)O)c1	-3	15	1	-6	-1	-0.4	0.0	7
COc1cccc(CNC(=O)CSc2nnc3c(n2)[nH]c2ccccc23)c1	17	2	7	-4	-1	-2.1	0.4	0
CO[C@H]1CN(C)C(=O)c2ccc(NC(=O)c3ccc(F)cc3)cc2OC[C@H](C)N(C(C)=O)C[C@@H]1C	-5	20	-12	-1	-3	0.6	0.7	1
CCN(CC)CCn1c(=N)n(CC(O)COc2cccc(C)c2)c2ccccc21 (configuration not stated)	13	56	16	4	nt	-2.2	0.0	-8
COc1ccccc1CC(=O)NNS(=O)(=O)c1cccc([N+](=O)[O-])c1	0	16	1	-9	-6	-2.0	0.0	4
CC(Sc1nnc(-c2ccc(OC(F)F)cc2)n1N)C(=O)NCC1CCCO1 (configuration not stated)	3	5	-3	-15	12	3.7	0.0	-5
CSCCC(NC(=O)/C(=C/c1ccco1)NC(=O)c1ccco1)C(=O)O (configuration not stated)	-14	21	-3	nt	5	-0.3	0.3	-2
O=S(=O)(/N=C(/c1ccccc1)N1CCCCCC1)c1ccccc1	10	39	4	-6	0	-1.4	0.0	3
CCOC(=O)C(=O)Nc1nc(-c2ccc3c(c2)CCN3C(=O)C2CC2)c(C)s1	12	21	-26	-3	16	2.4	nt	3
C[C@@H]1CN([C@@H](C)CO)C(=O)CCCn2nncc2CO[C@@H]1CN(C)S(=O)(=O)c1ccc(Cl)cc1	-2&2	-3&0	-1&1&1	-7&-2	2&9&15	-4.6&-0.8&-1.6	0.2&-0.2	-2&-10&3
O=C1N[C@@H](Cc2ccccc2)C(=O)N2[C@@H]1C[C@]1(Br)c3ccccc3N(S(=O)(=O)c3ccccc3)[C@H]21	7	nt	-8	nt	1	-1.1	0.4	4
Cc1nc2ccc(C(=O)Nc3cccc(NS(C)(=O)=O)c3)cn2c1N(C)C(=O)CCc1ccccc1	-6	15	-7	nt	-7	0.6	0.0	-1
N#C[C@H]1[C@@H](c2ccc(/C=C/c3ccccc3)cc2)[C@@H](CO)N1C(=O)C1CCCC1	-8	-5	11	3	5	-1.8	0.1	-2
CCNC(=O)[C@@H]1[C@@H](CO)[C@@H]2Cn3c(ccc(-c4ccccc4F)c3=O)[C@H]1N2S(C)(=O)=O	nt	12	-7	nt	1	0.0	0.1	1
Cc1cc(C)c(S(=O)(=O)NC2CC(C)(C)NC(C)(C)C2)cc1Br	16	-4	18	-8	14	0.5	0.6	-2
COc1ccc(C(=O)NCC(=O)OCC(=O)NC(=O)c2ccc(C(C)(C)C)cc2)cc1OC	-14	24	-1	nt	-8	0.0	0.4	-3
CCOc1ccccc1CN1CCN(Cc2cccc3nonc23)CC1CCO (configuration not stated)	14	-6	7	-1	-1	3.2	0.0	-1
CN1C(=O)c2cc(NS(C)(=O)=O)ccc2OC[C@H]2O[C@@H](CC(=O)NCc3ccc(-c4ccccc4)cc3)CC[C@H]21	4	-4	2	1	0	nt	0.2	-2
CC(C)C#Cc1ccc2c(c1)O[C@@H](CN(C)CC1CCOCC1)[C@H](C)CN([C@H](C)CO)S2(=O)=O	nt	-9	43	5	-1	0.8	0.4	3
CCS(=O)(=O)N1CCC(c2nc3ccccc3[nH]2)CC1	7	0	-6	3	-6	-1.3	0.0	-4
COCC(=O)N(C)C[C@@H]1[C@@H](c2ccccc2)[C@H](CO)N1C(=O)Cc1ccncc1	-6	3	1	-10	10	-1.8	-0.1	-1
CCN(C1CCS(=O)(=O)C1)S(=O)(=O)c1ccc(OC)c(OC)c1 (configuration not stated)	nt	14	2	-4	-1	-5.2	0.0	-4
Cc1ccccc1CN1CCN(C(=O)[C@H]2O[C@@H](n3cnc4c(N)ncnc43)[C@H](O)[C@@H]2O)CC1	6	5	4	nt	2	0.0	-0.1	4
CCOc1ccc(C(=O)NCC(=O)N2CCc3ccccc3C2)cc1OCC	-8	3	-16	-1	-8	-0.7	-0.2	0
O=C(COC(=O)c1ccc(Cl)cc1[N+](=O)[O-])NC(=O)c1ccccc1	-5	-3	nt	-1	?	0.2	0.1	1
O=C(C[C@H]1CC[C@H]2[C@@H](COC[C@H](O)CN2C(=O)c2ccccc2F)O1)N1CCOCC1	1	0	-12	-6	-9	0.5	0.0	3
CCOc1ccc(S(=O)(=O)NCCC(=O)N2CC(C)CC(C)C2)cc1 (configuration not stated)	16	0	0	-1	6	-0.5	-0.1	9
COc1cc(N2C(=O)c3ccccc3C2=O)c(Cl)cc1C(=O)OCC(=O)N(C)C	12	7	4	-6	8	-1.6	0.0	-12
CC(C)CC(=O)Nc1cccc(NC(=O)CC(C)C)n1	-4	nt	8	2	-1	nt	-0.5	3
C[C@H](CO)N1C[C@H](C)[C@H](CN(C)C(=O)Nc2ccccc2)Oc2ccc(NC(=O)CCCCCC(=O)Nc3ccccc3N)cc2CC1=O	-13	4	6	9	-8	0.7	-0.3	2
C[C@H]1CN([C@@H](C)CO)C(=O)c2cc(NC(=O)CCCN(C)C)ccc2O[C@H]1CN(C)Cc1ccc(C(=O)O)cc1	-30	5	nt	-3	4	-2.6	0.3	-2
CCCc1nc2c3ccccc3ccn2c1Cc1cccc(F)c1	-54	-34	-36	nt	0	-1.9	0.0	3
Cc1noc(C)c1S(=O)(=O)N(C)C[C@H]1Oc2ccc(NC(=O)C3CC3)cc2CC(=O)N([C@@H](C)CO)C[C@H]1C	-2	1	0	0	4	-3.7	0.1	-1
CN(CC(=O)NC1CC1)S(=O)(=O)c1cc(Cl)ccc1Cl	1	22	-7	0	0	1.4	0.1	-1
O=S(=O)(Nc1cccc(-c2ccc3nncn3n2)c1)c1ccccc1F	-13	12	-7	18	5	-1.9	0.0	3
CC(C)N=C(N)N=C(N)Nc1ccc(Cl)cc1	-11	nt	-9	-2	7	-1.6	0.0	7
CCC(C)(C)NC(=O)CN(C(=O)C(=O)Nc1ccc2c(c1)OCCO2)N1CCOCC1	-13	4	11	nt	?	-0.2	0.2	3
COC(=O)Cn1nnc2c(cnn2-c2ccccc2)c1=O	-88	-5	3	-2	-6	-1.9	0.1	-5
(listing goes on)
SMILES	PAX8 reporter	GSIS activator	EWS-Fli inh	ARNT TACC3 PPI	DENV2 CPE rescue	F508del corr	XiGFP reactiv	ERp5 inh
COc1cccc2cc(CC(=O)c3ccc(C)cc3C)c(=O)oc12	-52	11	-147	2	-2	-2.4	-0.1	2
N#Cc1nc(COc2ccccc2Cl)oc1N1CCCC1	8	nt	-10	33	6	-0.5	0.0	-2
Cc1ccc(S(=O)(=O)N(C)C[C@H]2Oc3ccc(NS(=O)(=O)c4c(C)noc4C)cc3C(=O)N([C@H](C)CO)C[C@@H]2C)cc1	-8	-6	2	-1	3	-3.2	-1.0	-4
O=C(N[C@@H]1C=C[C@@H](CC(=O)N2CCOCC2)O[C@H]1CO)c1ccc2c(c1)OCO2	3	1	-9	-6	5	-5.1	0.1	-2
CC1CCC(N(C(=O)c2csnn2)C(C(=O)NC(C)(C)C)c2cccnc2)CC1 (configuration not stated)	0	3	2	1	-1	2.2	0.0	0
Cc1c(C(=O)NCC2COc3ccccc3O2)oc2ccc(S(=O)(=O)N(C)C3CCCCC3)cc12 (configuration not stated)	nt	2	9	-5	nt	2.9	nt	0
Cc1onc(-c2ccccc2Cl)c1C(=O)OCC(=O)N1CCC(C)CC1	-21	-25	-1	9	-7	0.3	0.0	8

Four of the entries above in order of the ERp5 inh value, descending:
Molecule	ERp5 inh
COc1cccc2cc(CC(=O)c3ccc(C)cc3C)c(=O)oc12	2
Cc1c(C(=O)NCC2COc3ccccc3O2)oc2ccc(S(=O)(=O)N(C)C3CCCCC3)cc12 (configuration not stated)	0
O=C(N[C@@H]1C=C[C@@H](CC(=O)N2CCOCC2)O[C@H]1CO)c1ccc2c(c1)OCO2	-2
Cc1ccc(S(=O)(=O)N(C)C[C@H]2Oc3ccc(NS(=O)(=O)c4c(C)noc4C)cc3C(=O)N([C@H](C)CO)C[C@@H]2C)cc1	-4
